TLR4-MyD88 BLA – inhibitors of TLR4-MyD88 association in cells, primary screen, cell-based, HeLa CL3-4, BLA complementation, FRET ratio. HeLa CL3-4 TLR4/MyD88 BLA complementation. AID 861, 2007. inhibition, % at 8.4 µM. 0.18% of 200,000 active. Toll-like receptor 4 (Homo sapiens) + Myeloid differentiation primary response protein …; in the data active means inhibition above about 25%;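 further: 0% = vehicle and 100% = reference inhibitor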
Target sequence (O00206 whole entry, looked up): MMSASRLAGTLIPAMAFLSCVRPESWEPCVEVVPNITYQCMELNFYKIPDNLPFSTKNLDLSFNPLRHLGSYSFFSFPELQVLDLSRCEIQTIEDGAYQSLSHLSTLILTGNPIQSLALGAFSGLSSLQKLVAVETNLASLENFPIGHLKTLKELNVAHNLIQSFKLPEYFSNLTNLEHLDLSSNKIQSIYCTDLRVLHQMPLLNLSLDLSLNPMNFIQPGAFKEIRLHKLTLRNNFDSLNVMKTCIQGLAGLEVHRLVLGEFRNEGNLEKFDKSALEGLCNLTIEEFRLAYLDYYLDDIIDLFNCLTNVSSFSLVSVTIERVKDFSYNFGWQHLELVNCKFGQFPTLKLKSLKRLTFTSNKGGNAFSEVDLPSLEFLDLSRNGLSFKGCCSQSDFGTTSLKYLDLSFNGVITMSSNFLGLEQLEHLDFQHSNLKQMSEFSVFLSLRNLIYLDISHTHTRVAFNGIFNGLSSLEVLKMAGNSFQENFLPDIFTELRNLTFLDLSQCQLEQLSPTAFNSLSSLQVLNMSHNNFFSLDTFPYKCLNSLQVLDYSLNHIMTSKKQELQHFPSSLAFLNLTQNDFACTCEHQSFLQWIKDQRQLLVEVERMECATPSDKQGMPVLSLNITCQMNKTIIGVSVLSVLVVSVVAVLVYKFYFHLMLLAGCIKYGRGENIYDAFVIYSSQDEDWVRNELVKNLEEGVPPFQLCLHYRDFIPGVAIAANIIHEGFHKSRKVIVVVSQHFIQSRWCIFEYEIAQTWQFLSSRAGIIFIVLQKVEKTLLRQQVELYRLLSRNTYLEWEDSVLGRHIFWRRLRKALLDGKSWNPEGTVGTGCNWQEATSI
Target sequence (Q99836 whole entry, looked up): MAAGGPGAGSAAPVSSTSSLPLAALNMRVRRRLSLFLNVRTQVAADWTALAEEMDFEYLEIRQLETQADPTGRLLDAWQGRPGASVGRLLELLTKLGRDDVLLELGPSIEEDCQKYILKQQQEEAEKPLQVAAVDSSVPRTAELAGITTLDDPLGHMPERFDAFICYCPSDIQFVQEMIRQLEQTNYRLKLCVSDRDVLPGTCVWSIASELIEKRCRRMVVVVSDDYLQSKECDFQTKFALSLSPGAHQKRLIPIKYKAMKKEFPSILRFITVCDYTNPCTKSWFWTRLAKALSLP
STAT3 act – IL-6 driven STAT3 reporter potentiators, primary screen, U3A cells, luciferase, luminescence, MLSCN library; IL-6 STAT3-luciferase reporter; 100% = signal with IL-6 EC80 alone; activation (% of control), % at 5.6 µM; 0.91% of 190,000 active; AID 871, 2007;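 active means activation above the screen-wide mean of compound activation plus 3 SD, cut at about 130% in these data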;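 further: 0% = background luminescence of wells with medium and substrate only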
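Material: human STAT1-deficient U3A cells with stable STAT3-luciferase reporter / Probe or stimulus: IL-6 stimulus at 33 ng/mL final / Schedule: 1 h compound pre-exposure, 6 h IL-6 stimulation, 37 °C / Technique: luminescence / Read-out basis: percent of IL-6-only median luminescence / Control set: IL-6-only high control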
G6PDH CS – L. mesenteroides G6PDH inhibitors, counter-screen for G6PDH-coupled screening assays, biochemical, Leuconostoc mesenteroides enzyme. glucose-6-phosphate dehydrogenase [Leuconostoc mesenteroides]. Purified L. mesenteroides G6PDH, diaphorase/resazurin coupled fluorescence, 45 min. inhibition, % at 5 µM. 0.12% of 200,000 active. AID 1020, 2008; in the data active means inhibition above about 50%
APP 5UTR inh – inhibitors of APP translation via 5'UTR reporter, primary screen, APP 5'UTR luciferase, SH-SY5Y cells; SH-SY5Y APP 5'UTR-luciferase reporter, luminescence; inhibition, % at 2 µM; AID 1285, 2008; 0.82% of 190,000 active;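 active means inhibition above a set limit, derived from the sample mean plus 3 SD, cut at about 45% in these data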; further: values of inactives mirror those of a sister screen read the other way
STAT3 inh – IL-6 driven STAT3 reporter inhibitors, primary screen, U3A cells, luciferase, luminescence, MLSCN library | 0.89% of 190,000 active | AID 862, 2007 | IL-6 STAT3-luciferase reporter; host cell line lacks STAT1 | inhibition, % at 5.5 µM;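 active means inhibition above the mean inhibition across all screened compounds plus 3 SD, cut at about 44% in these data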;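 further: 0% = DMSO only wells and 100% = 100 µM nifuroxazide control wells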
STAT1 activator – STAT1 signaling activators, primary screen, cell-based, HTS, luciferase reporter; NIH 3T3 STAT1-luciferase reporter, IFN-gamma, luminescence; 100% = IFN-gamma alone, no compound; activation (% of control), % at 5.5 µM; 2.6% of 200,000 active;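 active means activation above the screen-wide mean activation plus 3 SD, cut at about 130% in these data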;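 further: raw ratio to IFN-gamma control signal so 100% means no change and 0% no light; values of inactives mirror those of a sister screen read the other way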
Diaphorase act – compounds boosting diaphorase resazurin reduction – biochemical, uHTS, resorufin fluorescence, counter-screen for diaphorase-coupled primary assays, primary screen; activation factor at 20 µM; 0.005% of 190,000 active; AID 1229, 2008; Diaphorase/resazurin coupled assay, 16 min; hits give high values; 1 = vehicle wells, 0 = NADH-free wells;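 active means diaphorase activity raised at least twofold by the compound at 20 µM; inactive means activation factor below 2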
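Material: purified diaphorase enzyme from Clostridium kluyveri / Medium: HEPES pH 7.4 buffer with MgCl2 and Tween 20 / Schedule: enzyme reaction of 16 min at room temperature / Measured by: resorufin fluorescence, excitation 544 nm, emission 590 nm / Evaluation: rise in resorufin formation, marking diaphorase activation or chemical reduction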
Diaphorase inh – diaphorase inhibitors and chemical oxidizers, primary screen, counter-screen for diaphorase-coupled primary assays, biochemical, uHTS, resorufin fluorescence; diaphorase resazurin-to-resorufin fluorescence, NADH, 16 min; bacterial (C. kluyveri) enzyme, not human; inhibition, % at 20 µM; 0.69% of 190,000 active; AID 1217, 2008;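 active means primary screen inhibition at 20 µM above a set limit, cut at about 50% in these data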;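 further: plate controls were DMSO with full reaction for no effect and wells lacking NADH for full effect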
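Test system: Clostridium kluyveri diaphorase enzyme / Quantity: diaphorase at 0.14 U/mL in enzyme working solution / Incubation: 16-min room-temperature incubation before reading / Benchmarks: NADH-free wells as positive control, DMSO-only neutral wells / Signal: resorufin fluorescence 544/590 nm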
Hsp70 activator – Hsp70 transcriptional activators, primary screen, cell-based, HeLa, Hsp70 promoter luciferase, luminescence, 10 µM; HeLa Hsp70 promoter luciferase reporter; scaled: vehicle 0, proteasome-inhibitor control 100%; activation, % at 10 µM; 0.04% of 200,000 active; AID 1203, 2008;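 active means activation above the mean across all tested compounds plus 3 SD, cutoff set per campaign, cut at about 5.5% in these data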;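 further: 100% = MG132 at 30 µM as the positive control and 0% = DMSO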
STAT1 blocker – STAT1 signaling inhibitors, primary screen, cell-based, HTS, luciferase reporter. NIH 3T3 STAT1-luciferase reporter, IFN-gamma, luminescence. inhibition, % at 5.5 µM. 0.35% of 200,000 active. AID 920, 2007;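 active means inhibition above a set limit, the mean inhibition across all tested compounds plus 3 SD, cut at about 34% in these data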;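 further: 0% = IFN-gamma with DMSO and 100% = IFN-gamma with 300 µM nifuroxazide; values of inactives mirror those of a sister screen read the other way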
* = called active by the depositor.

Screening O=C(c1c(F)c(F)c(F)c(F)c1F)N1CCN(c2cccc(C(F)(F)F)c2)CC1 returned TLR4-MyD88 BLA 1, STAT3 act 106, G6PDH CS 19, APP 5UTR inh -6, STAT3 inh -3, STAT1 activator 93, Diaphorase act 0.8, Diaphorase inh 19, Hsp70 activator -0.1 and STAT1 blocker 7.
`Cc1ccc(N2C(=O)N(CC(=O)N(C)Cc3ccccc3)C(=O)C2C)cc1` (configuration not stated) gave TLR4-MyD88 BLA 9, STAT3 act 98, G6PDH CS 0, APP 5UTR inh -11, STAT3 inh 7, STAT1 activator 95, Diaphorase act 1, Diaphorase inh -1, Hsp70 activator 0.0 and STAT1 blocker 5.
For Cc1[nH]nc2c1C1(C(=O)N(Cc3ccc(Cl)cc3)c3ccccc31)C(C#N)=C(N)O2 (configuration not stated) the results were TLR4-MyD88 BLA 2, STAT3 act 109, G6PDH CS -16, APP 5UTR inh -4, STAT3 inh -10, STAT1 activator 109, Diaphorase act 0.8, Diaphorase inh 22, Hsp70 activator 0.6 and STAT1 blocker -9.
Screening COc1ccccc1/C=C(\C#N)C(=O)Nc1ccc(S(N)(=O)=O)cc1 returned TLR4-MyD88 BLA 2, STAT3 act 99, G6PDH CS 0, APP 5UTR inh -6, STAT3 inh 3, STAT1 activator 92, Diaphorase act 0.9, Diaphorase inh 6, Hsp70 activator -0.4 and STAT1 blocker 7.
CCOc1ccc(-c2nnc3ccc(SCC(=O)NCc4ccco4)nn23)cc1 was read as TLR4-MyD88 BLA -1, STAT3 act 105, G6PDH CS 5, APP 5UTR inh 0, STAT3 inh -3, STAT1 activator 91, Diaphorase act 0.9, Diaphorase inh 9, Hsp70 activator -0.1 and STAT1 blocker 10.
Cc1nnc(SCC(=O)c2ccc(Br)cc2)s1 was read as TLR4-MyD88 BLA 11, STAT3 act 93, G6PDH CS 10, APP 5UTR inh -41, STAT3 inh 16, STAT1 activator 111, Diaphorase act 0.8, Diaphorase inh 20, Hsp70 activator 0.2 and STAT1 blocker -12.
Screening Cc1ccc(Nc2nc(CSc3nnnn3C)cs2)cc1 returned TLR4-MyD88 BLA -2, STAT3 act 90, G6PDH CS 7, APP 5UTR inh -71, STAT3 inh 16, STAT1 activator 114, Diaphorase act 0.8, Diaphorase inh 23, Hsp70 activator -0.1 and STAT1 blocker -15.
`CCCn1c(SCc2nc(-c3cccs3)no2)nnc1-c1ccncc1` gave TLR4-MyD88 BLA 9, STAT3 act 105, G6PDH CS -15, APP 5UTR inh 21, STAT3 inh -2, STAT1 activator 105, Diaphorase act 1, Diaphorase inh 4, Hsp70 activator -0.4 and STAT1 blocker 2.
`C=CCn1c(SCCOC)nc2c1c(=O)[nH]c(=O)n2C` gave TLR4-MyD88 BLA 14, STAT3 act 105, G6PDH CS -2, APP 5UTR inh 9, STAT3 inh -2, STAT1 activator 104, Diaphorase act 0.9, Diaphorase inh 6, Hsp70 activator -0.3 and STAT1 blocker -5.
`Cc1ccccc1Nc1c(-c2ccccn2)nc2ccccn12` gave TLR4-MyD88 BLA 15, STAT3 act 101, G6PDH CS 15, APP 5UTR inh 39, STAT3 inh 0, STAT1 activator 107, Diaphorase act 1.2, Diaphorase inh -17, Hsp70 activator -0.2 and STAT1 blocker -7.

Compounds listed so far that have a carbonyl joined to an NH by a bond outside any ring (2):
Screening COc1ccccc1/C=C(\C#N)C(=O)Nc1ccc(S(N)(=O)=O)cc1 returned TLR4-MyD88 BLA 2, STAT3 act 99, G6PDH CS 0, APP 5UTR inh -6, STAT3 inh 3, STAT1 activator 92, Diaphorase act 0.9, Diaphorase inh 6, Hsp70 activator -0.4 and STAT1 blocker 7.
CCOc1ccc(-c2nnc3ccc(SCC(=O)NCc4ccco4)nn23)cc1 was read as TLR4-MyD88 BLA -1, STAT3 act 105, G6PDH CS 5, APP 5UTR inh 0, STAT3 inh -3, STAT1 activator 91, Diaphorase act 0.9, Diaphorase inh 9, Hsp70 activator -0.1 and STAT1 blocker 10.

Later entries.
For Cc1nc(N(C)Cc2ccccc2)c2nnn(Cc3ccccc3)c2n1 the results were TLR4-MyD88 BLA -13, STAT3 act 99, G6PDH CS 1, APP 5UTR inh 3, STAT3 inh 1, STAT1 activator 98, Diaphorase act 0.8, Diaphorase inh 19, Hsp70 activator -0.3 and STAT1 blocker 4.
`CCc1nnc(NC(=O)c2cccc(NC(=O)C(C)C)c2)s1` gave TLR4-MyD88 BLA -7, STAT3 act 107, G6PDH CS 2, APP 5UTR inh -22, STAT3 inh -4, STAT1 activator 123, Diaphorase act 1, Diaphorase inh 4, Hsp70 activator 0.0 and STAT1 blocker -25.
`O=[N+]([O-])c1cc(CN2CCCC2)ccc1Sc1ccc(Cl)cc1` gave TLR4-MyD88 BLA 16, STAT3 act 105, G6PDH CS 15, APP 5UTR inh -16, STAT3 inh 1, STAT1 activator 97, Diaphorase act 1, Diaphorase inh 4, Hsp70 activator -0.4 and STAT1 blocker 1.
C=C(Cl)COc1ccc2c(CCCC)cc(=O)oc2c1 was read as TLR4-MyD88 BLA -11, STAT3 act 104, G6PDH CS 5, APP 5UTR inh -2, STAT3 inh -3, STAT1 activator 102, Diaphorase act 1, Diaphorase inh 0, Hsp70 activator -0.3 and STAT1 blocker -2.
Screening Cc1cc(=O)oc2cc(OCC(=O)N3CCN(C(=O)c4ccco4)CC3)ccc12 returned TLR4-MyD88 BLA -10, STAT3 act 96, G6PDH CS -1, APP 5UTR inh -19, STAT3 inh 10, STAT1 activator 99, Diaphorase act 0.9, Diaphorase inh 8, Hsp70 activator 0.5 and STAT1 blocker 3.
`COCCn1c(SC(C)C(=O)Nc2ncc(Cl)cc2Cl)nc2ccccc21` (configuration not stated) gave TLR4-MyD88 BLA 5, STAT3 act 132, G6PDH CS -8, APP 5UTR inh 2, STAT3 inh -32, STAT1 activator 96, Diaphorase act 0.7, Diaphorase inh 28, Hsp70 activator -0.1 and STAT1 blocker 4.
`COc1cccc(Nc2nc(-c3sc(NC(=O)c4ccco4)nc3C)cs2)c1` gave TLR4-MyD88 BLA -13, STAT3 act 93, G6PDH CS 8, APP 5UTR inh 0, STAT3 inh 10, STAT1 activator 116, Diaphorase act 0.8, Diaphorase inh 19, Hsp70 activator 0.2 and STAT1 blocker -18.
For Cc1nc(NC(=O)c2oc3ccccc3c2C)sc1C(=O)N(C)C the results were TLR4-MyD88 BLA 5, STAT3 act 86, G6PDH CS -2, APP 5UTR inh -43, STAT3 inh 21, STAT1 activator 139*, Diaphorase act 0.9, Diaphorase inh 11, Hsp70 activator 0.3 and STAT1 blocker -43.
For O=C(Cn1c(CO)nc2ccccc21)NCCc1ccc(F)cc1 the results were TLR4-MyD88 BLA -15, STAT3 act 96, G6PDH CS 9, APP 5UTR inh 10, STAT3 inh 5, STAT1 activator 101, Diaphorase act 0.9, Diaphorase inh 10, Hsp70 activator 0.3 and STAT1 blocker -1.
Screening O=C(OCC1COc2ccccc2O1)c1ccccc1F (configuration not stated) returned TLR4-MyD88 BLA -1, STAT3 act 102, G6PDH CS 0, APP 5UTR inh 4, STAT3 inh 0, STAT1 activator 124, Diaphorase act 0.9, Diaphorase inh 11, Hsp70 activator -0.1 and STAT1 blocker -26.
For COc1ccc(C(=O)C2CCCN(C3Cc4ccccc4C3)C2)cc1OC (configuration not stated) the results were TLR4-MyD88 BLA 10, STAT3 act 98, G6PDH CS 0, APP 5UTR inh 14, STAT3 inh 4, STAT1 activator 100, Hsp70 activator -0.4 and STAT1 blocker -1.
Screening Cc1sc2c(c1C)c(=O)nc1n2Cc2ccccc2-1 returned TLR4-MyD88 BLA -3, STAT3 act 92, G6PDH CS 6, APP 5UTR inh 4, STAT3 inh 16, STAT1 activator 98, Diaphorase act 0.8, Diaphorase inh 22, Hsp70 activator -0.2 and STAT1 blocker 3.
COc1ccc(CCCc2nnc(SCC(=O)Nc3nc(C)cs3)n2C)cc1 was read as TLR4-MyD88 BLA -4, STAT3 act 100, G6PDH CS 2, APP 5UTR inh -10, STAT3 inh 6, STAT1 activator 98, Diaphorase act 0.9, Diaphorase inh 8, Hsp70 activator -0.1 and STAT1 blocker 3.
`O=C(CCCOc1ccccc1)Nc1ccc2c(c1)OCCO2` gave TLR4-MyD88 BLA -8, STAT3 act 113, G6PDH CS 8, APP 5UTR inh -4, STAT3 inh -9, STAT1 activator 97, Diaphorase act 1, Diaphorase inh 4, Hsp70 activator -0.2 and STAT1 blocker 3.
Screening O=C(Nc1ccncc1)c1ccccc1F returned TLR4-MyD88 BLA 11, STAT3 act 101, G6PDH CS 7, APP 5UTR inh 1, STAT3 inh 6, STAT1 activator 98, Diaphorase act 1, Diaphorase inh 1, Hsp70 activator -0.4 and STAT1 blocker 2.
For OCCN1CCN(Cc2nc(-c3cccc(Cl)c3)no2)CC1 the results were TLR4-MyD88 BLA -13, STAT3 act 108, G6PDH CS 7, APP 5UTR inh -1, STAT3 inh -4, STAT1 activator 100, Diaphorase act 0.9, Diaphorase inh 10, Hsp70 activator -0.3 and STAT1 blocker -2.
Cc1ccc(-n2c(O)c(C=Nc3ccccc3-c3n[nH]c(=S)[nH]c3=O)c3ccccc3c2=O)c(C)c1 was read as TLR4-MyD88 BLA -20, STAT3 act 101, G6PDH CS -1, APP 5UTR inh -29, STAT3 inh 9, STAT1 activator 83, Diaphorase act 0.3, Diaphorase inh 72*, Hsp70 activator -0.2 and STAT1 blocker 18.
Screening O=C(CN1CCOCC1)Nc1ccccc1NC(=O)C1CCN(c2ncccn2)CC1 returned TLR4-MyD88 BLA -1, STAT3 act 102, G6PDH CS -4, APP 5UTR inh 6, STAT3 inh 0, STAT1 activator 100, Diaphorase act 0.8, Diaphorase inh 16, Hsp70 activator -0.1 and STAT1 blocker 0.
CCOC(=O)c1oc2c(C)c(O)ccc2c(=O)c1-c1nncn1-c1ccccc1 was read as TLR4-MyD88 BLA -6, STAT3 act 106, G6PDH CS 12, APP 5UTR inh 8, STAT3 inh -7, STAT1 activator 98, Diaphorase act 1, Diaphorase inh 3, Hsp70 activator -0.2 and STAT1 blocker 2.

Screening results deposited in PubChem BioAssay by several laboratories.
